Screening results (PubChem BioAssay)
PI4K2A block: PI4K2A (human) kinase inhibition | purified PI4K2A, ADP-Glo luminescence, 1 h; hits give low values | activity change, negative = inhibition, % at 76.9 µM | 420,000 compounds, 0.13% hits | AID 1346378; in the data active = activity change below about -50%; inconclusive = mostly about -30% to -49%;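 also: -100% = wells without enzyme as full effect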
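Compounds are screened against recombinant PI4K2A using PI as substrate and ATP, the latter dispensed at 300 microM. Reactions run one hour at ambient temperature before ADP-Glo detection; full inhibition defined by wells lacking enzyme.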
G9a block: inhibitors of human histone lysine methyltransferase G9a | G9a H3K9 monomethylation, AlphaScreen, 2 h | Potency, µM (highest dose often 102 µM), for the others: at the highest dose activity, negative = inhibition, usual class: inhibitors | 350,000 compounds, 8.8% hits | AID 504332; also: potency is read from the fitted curve at half-maximal effect; % is scaled to controls: 0 for no effect and ±100 for the full control effect; nearly all actives have a fitted effect of over 75% in size
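Quantitative HTS format: methyltransferase activity on a biotin-tagged H3K9 peptide is measured by AlphaScreen, using a rabbit anti-monomethyl-H3K9 antibody with streptavidin donor and anti-IgG acceptor beads. Final levels are 20 nM enzyme, 500 nM peptide, 20 uM SAM; 2 h RT.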
Pin1 inh: blocks the human prolyl isomerase Pin1 | 390,000 compounds, 0.009% hits | Pin1 FP peptide displacement, HiFluor488, 10 min | Q13526 | Potency, µM (titrated, usually from 115 µM), for inactives: at the top dose activity, negative = inhibition, usual class: inhibitors; active = well fitted inhibition curve with a large enough effect in the polarisation, with a control signal flat, not every such curve was filed as active; inconclusive = small, poorly fitted or top-dose-only effect, or effect the other way, or a change in a side signal; inactive = no such curve, though single readings can be large or run the other way; the % refers to the polarisation; also: potency is read from the fitted curve at half-maximal effect; % is scaled to controls: 0 for no effect and ±100 for the full control effect
GLS inh: blocks human kidney-isoform glutaminase activity. O94925. GLS enzymatic activity, qHTS titration. Potency, µM (doses to about 45.5 µM), for inactives: at the highest dose activity change, negative = inhibition, hits mostly inhibitors. 410,000 compounds, 0.21% hits. AID 624170; also: potency is read from the fitted curve at half-maximal effect; % is scaled to controls: 0 for no effect and ±100 for the full control effect
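Coupled fluorescence readout: glutamate oxidase/HRP/Amplex Red detect glutamate formed by hKGA from L-glutamine (1 mM solution added). Buffer 45 mM KH2PO4 pH 8.2, 0.02% Tween-20; reads at t0 and 30 min RT.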
HP1b chromo inh: inhibitors of HP1-beta chromodomain binding to methylated histone tails; P83916; AlphaScreen HP1-beta / biotin-H3K9me3 peptide binding; Potency, µM (titrated, usually from 114 µM), for inactives: at the top dose activity change, negative = inhibition, most hits filed as inhibitors; 390,000 compounds, 0.56% hits; AID 540317; also: potency is read from the fitted curve at half-maximal effect; nearly all actives have a fitted effect of over 70% in size; inactives centre near 23
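AlphaScreen: HP1-beta (50 nM) preformed 30 min with biotin-H3(1-18)K9me3 peptide (50 nM) in PBS pH 7.4, 0.01% Tween-20. Compound added for 30 min at RT, then streptavidin donor/nickel chelate acceptor beads (10 ug/mL) for 30 min.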
Tb PGK inh: blocks T. brucei phosphoglycerate kinase; PGK/GAPDH coupled, Kinase-Glo luminescence, 60 min; 380,000 compounds, 0.043% hits; Potency, µM (highest dose often 57.5 µM), without a hit: top-dose activity change, negative = inhibition, hits mostly inhibitors; P07378; also: potency is read from the fitted curve at half-maximal effect; % is scaled to controls: 0 for no effect and ±100 for the full control effect; nearly all actives have a fitted effect of over 60% in size
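Luminescent ATP detection (Kinase-Glo Plus) follows a 60-minute room-temperature incubation, with wells lacking PGK as controls. Buffer: 100 mM TEA (pH 7.6), 5 mM MgCl2, 0.01% Tween-20. Coupling enzyme GAPDH (100 nM final) supplies unstable 1,3-BPG in-well.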
BAZ2B inh: BAZ2B (human) inhibition. Potency, µM (top dose mostly 114 µM), inactives show top-dose activity change, negative = inhibition, usual class: inhibitors. 360,000 compounds, 4.4% hits. AlphaScreen BAZ2B-H3K14Ac peptide displacement. Q9UIF8. AID 504333; also: potency is read from the fitted curve at half-maximal effect; % is scaled to controls: 0 for no effect and ±100 for the full control effect; nearly all actives have a fitted effect of over 60% in size
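Complex of BAZ2B and biotin-H3K14Ac (50 nM apiece) forms over 30 min at RT, then faces library compounds up to 110 uM for another 30 min; AlphaScreen beads added, 20 min dark incubation, luminescence read.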
POLH inh: inhibitors of human DNA polymerase eta. Q9Y253. recombinant Pol eta, fluorescent DNA replication assay. Potency, µM (series often up to 114 µM), for inactives: at the top dose activity change, negative = inhibition, hits mostly inhibitors. 390,000 compounds, 1.2% hits. AID 588591; also: potency is read from the fitted curve at half-maximal effect; % is scaled to controls: 0 for no effect and ±100 for the full control effect
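Pol eta (10 nM) was preincubated with compounds for 15 min at room temperature, after which fluorescent replication substrate (50 nM final) was added to start the reaction. Fluorescence was read kinetically at 0 and 10 min.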
JMJD2A Tudor: blocks the human JMJD2A Tudor domain. 390,000 compounds, 4.4% hits. O75164. AlphaScreen JMJD2A-Tudor / H3K4me3 peptide binding. Potency, µM (titrated, usually from 114 µM), inactives show top-dose activity change, negative = inhibition, most hits filed as inhibitors. AID 504339; also: potency is read from the fitted curve at half-maximal effect; % is scaled to controls: 0 for no effect and ±100 for the full control effect; nearly all actives have a fitted effect of over 50% in size
The depositor's hits bear a star; i = inactive; ? = inconclusive; / = no result given; [ ] = dose if it differs, or a comment. Unless noted, calls follow the shape of the dose curve; as a rule, active = well fitted curve in the direction sought with a large enough effect; inconclusive = small, poorly fitted or top-dose-only effect, or another doubt; inactive = no such curve, though single readings can be large; an effect the other way counts as inactive or inconclusive. This is a subset; the hit share may differ from the screen's.

Every second line gives: PI4K2A block, G9a block, Pin1 inh, GLS inh, HP1b chromo inh, Tb PGK inh, BAZ2B inh, POLH inh, JMJD2A Tudor
(1) CCCCOC(=O)c1ccc(NS(=O)(=O)c2c(C)nc3scc(C)n3c2=O)cc1
 : -4.1, 3.9%[59 µM], 15.7%, 0.8%, 10.4%, -7.5%, -0.3%, -7.5%, -15.8%
(2) S=C(NCc1ccco1)Nc1ccc2c(c1)OCCO2
 : 1.8, 44.7µM*, 3.4%, 10.4%, 11.5%, 1.7%, ?, -19.8%, -19.6%[57.1 µM]
(3) CC(C)(C)c1cc(NC(=O)COC(=O)c2nccnc2N)n(-c2ccccc2)n1
 : 3.6, ?, -0.5%, 1.8%, 14.8%, -4.6%, -15.8%, -14.7%, -6.9%
(4) COc1ccc(NCC(=O)Nc2cccc(S(=O)(=O)N3CCCC3)c2)cc1Cl
 : 10.7, /, 1.2%, -0.2%, -4.5%, -1.4%, /, -15.8%, ?
(5) COC(=O)c1c(NC(NC(=O)C(C)C)C(Cl)(Cl)Cl)sc2c1CCCC2 (stereo not drawn)
 : 2.7, ?, -7.9%, 0.0%, 43.7%[activator], i, -30.2%, -3.1%, -1.4%
(6) Cc1cc(NS(=O)(=O)c2ccc(NC(=S)NC(=O)c3ccncc3)cc2)no1
 : 4.1, ?, 3.0%, 5.8%, 6.3%, 6.3%, -20.2%, 0.2%, -3.9%
(7) CCCCCCOc1ccc(C(=O)O)cc1C#N
 : -4.4, 9.6%, -4.8%, 9.7%, 27.4%, -4.7%, 4.4%, -9.3%, -10.5%
(8) COc1ccc(C(=O)Oc2ccc3oc(=O)sc3c2)cc1
 : ?, ?, -0.7%, -8.6%, 32.0%[activator], -9.1%, 3.1%, -16.3%, -4.5%
(9) COc1ccc(C2C(C(C)=O)=C(O)C(=O)N2CCc2ccccc2)c(OC)c1 (stereo not drawn)
 : 3.0, ?, -0.2%, -6.7%, 10.8%, -7.5%, ?, -5.1%, 31.6µM*
(10) O=C(Cn1nnc(-c2ccccc2)n1)Nc1ccc2c(c1)OCO2
 : -0.2, 5.6%, 3.5%, 10.0%, 32.5%, -1.6%, 5.5%, 2.4%, -11.0%
(11) COC(=O)CCCC1=CC2=CC(=O)C(C)(OC(=O)c3cccs3)C(=O)C2=CN1C1CCCC1 (stereo not drawn)
 : -3.1, -19.6%[59 µM], -10.3%, -3.1%, 27.6%, 1.9%, -37.1%, 1.3%, -19.9%
(12) NC(=O)c1ccccc1OCc1nc2ccccc2s1
 : -6.4, 22.4%, 15.4%, -1.1%, 1.0%, -4.1%, -3.2%, -0.8%, -17.9%
(13) CC(=O)Oc1ccc(C(=O)[C@H]2[C@H]3C(=O)N(c4ccccc4)C(=O)[C@H]3[C@@H]3C=CC=NN32)cc1
 : -0.5, 4.47µM*, 6.3%, 12.2%, 10.8%, -8.0%, -26.5%, 2.3%, -34.0%
(14) O=c1[nH]c2cc3c(cc2cc1CN(CCCO)Cc1nnnn1Cc1ccc(F)cc1)OCO3
 : 3.1, /, 4.2%, 13.5%, 20.6%, 3.4%, 0.5%, -12.9%, -7.5%
(15) CC(=O)c1ccc(NC(=O)Nc2cccnc2)cc1
 : -3.0, -12.1%, -5.4%, -1.3%, 25.0%, -4.6%, -15.2%, 3.7%, -10.3%
(16) O=S(=O)(Nc1cccc(-c2ccc3nncn3n2)c1)c1cccc(F)c1
 : 1.2, 1.6%, -5.2%, 8.0%, 32.5%, -5.0%, 5.5%, -20.6%, -11.0%
(17) CCc1ccccc1NC(=O)CN1C(=O)C2CCCN2c2ncc(Cl)cc21 (stereo not drawn)
 : 6.2, ?, 11.1%, 16.5%, -0.6%, -8.1%, -6.2%, -11.4%, -23.0%
(18) O=C(NNC1=Nc2ccccc2SC1)c1ccc(Cl)cc1
 : 4.9, 10.5%, 8.8%, 1.7%, 36.2%, 8.6%, 1.5%, -22.9%, -12.1%
(19) COC(=O)/C=C1\N/C(=N\c2nc(C)cc(C)n2)N(c2ccc(Cl)cc2)C1=O
 : -1.8, /, -1.0%, 2.7%, 7.6%, -4.6%, -8.2%, 0.6%, 20µM*
(20) CCOC(=O)N1CCN(CC(=O)c2ccc3c(c2)CCN3)CC1
 : -2.7, 23.3%[59 µM], 0.7%, 3.8%, 17.8%, i, -5.5%, -9.9%, -3.9%
(21) COc1ccc(-c2nnc(SCC(=O)Nc3ncc(C)s3)n2-c2ccccc2)cc1OC
 : 0.6, 0.7%[59 µM], -2.8%, -4.1%, 19.8%, -6.1%, -34.0%, -14.3%, -9.3%
(22) Cc1ccc(NC(=O)c2ncn(CC(=O)NCC(C)c3ccccc3)n2)cc1C (stereo not drawn)
 : 5.5, /, -2.6%, 0.4%, 11.8%, -1.5%, /, -17.8%, -23.3%
(23) Cc1ccc(Cn2ccn(Cc3cccc(C(F)(F)F)c3)c(=O)c2=O)cc1
 : -7.5, ?, 0.1%, -11.2%, 8.4%, -2.9%, ?, 0.3%, ?
(24) O=C(Nc1ccccc1-c1nc2ccccc2s1)c1ccc(Br)o1
 : -0.7, 37.1%[59 µM], -3.7%, 0.0%, 39.0%[activator], -7.1%, 5.1%, -7.3%, 33.3%
(25) O=C(/C=C/c1ccccc1[N+](=O)[O-])Nc1cc(S(=O)(=O)N2CCOCC2)ccc1N1CCOCC1
 : -0.5, /, -5.7%, 3.0%, 17.0%, -7.7%, /, -1.6%, -20.3%
(26) Cc1ccc(NC(=O)CCc2c(C)nc3cc(-c4ccccc4)nn3c2C)cc1F
 : 0.7, 6.3%[59 µM], -6.9%, -0.8%, 11.7%, -7.0%, -4.3%, -9.8%, -14.1%
(27) COCCN(C(=O)COC(=O)C(c1ccccc1)c1ccccc1)c1c(N)n(Cc2ccccc2)c(=O)[nH]c1=O
 : 1.3, -7.0%, 0.8%, 0.7%, -4.9%, 1.9%, 1.4%, -12.7%, -24.1%
(28) CC(C)(C)c1ccc(-c2nnc(SC3CCOC3=O)n2Cc2ccccc2)cc1 (stereo not drawn)
 : 5.6, ?, 4.5%, 2.8%, 6.9%, -0.4%, -32.0%, -11.2%, ?
(29) COCc1nn2c(N)c(C#N)cnc2c1-c1ccccc1
 : -6.4, -25.3%[59 µM], 8.4%, 0.1%, 46.9%, -3.3%, 1.2%, -9.9%, -1.2%
(30) CN(C)S(=O)(=O)c1ccc(C(=O)Nc2cc3c(cc2C(=O)O)OCCCO3)cc1
 : -3.3, -16.8%, 0.3%, 2.6%, 17.9%, -8.1%, ?, 9.8%, -17.6%
(31) COc1ccc(NC(=O)c2ccccc2NC(=O)NC2CCCCC2)cc1
 : 3.8, 11.8%, -0.6%, -0.8%, 2.3%, 1.0%, -36.6%, -10.8%, -28.8%
(32) [O-]/[N+](=C/c1ccco1)c1ccccc1
 : -7.5, -3.1%[59 µM], 2.1%, -2.9%, 11.7%[57 µM], 0.2%, -4.9%, -6.8%, -22.7%
(33) Cc1ccc(Cn2c(SCc3ccc(C(=O)N4CCCCC4)cc3)nc3ccncc32)cc1
 : 3.6, -10.6%[59 µM], 1.3%, -5.0%, 39.4%, 11.4%, -17.3%, -11.4%, -16.4%
(34) CCn1c(=O)c2cc(C(=O)N(C)c3cc(Cl)c(OC)cc3OC)sc2c2ccccc21
 : -0.3, 5.4%[59 µM], -4.5%, 3.4%, 29.2%, -3.7%, -34.5%, -7.5%, -18.9%
(35) COc1ccc(NC(=O)CSc2cc(-c3ccccc3)nc(C)n2)cc1
 : 1.6, 3.8%[59 µM], 2.6%, -2.5%, 36.0%, i, -15.5%, -13.8%, -4.3%
(36) COC(=O)c1sccc1OCc1cccc(OC)c1
 : 2.2, 18.3%, -0.5%, -0.2%, 59.3%[activator], 7.3%, 26.0%, -3.7%, 14.8%
(37) O=C(Nc1cccnc1)c1ccc2c(c1)OCO2
 : -2.1, -49.7%, -6.1%, -7.0%, 44.1%[activator], 2.3%, 11.0%, -8.5%, -9.9%
(38) CC(C)CNc1ncnc2[nH]ncc12
 : -3.6, /, -4.3%, 2.7%, 48.1%, i, /, -12.8%, -11.2%
(39) Cc1ccc2oc(-c3ccc(C)c(NC(=O)c4ccc(C(C)(C)C)cc4)c3)nc2c1
 : -5.4, 44.7%[59 µM], 2.1%, 1.1%, 57.5%[activator], -4.0%, 5.4%, -11.1%, -5.6%
(40) O=C(CC1C(=O)NCCN1Cc1ccccc1C(F)(F)F)NCCn1cccn1 (stereo not drawn)
 : 3.8, 35.5µM*, -10.3%, 2.6%, 28.1%, -8.3%, -30.3%, -5.1%, -14.4%
(41) COc1ccc(N(CC(=O)N2c3ccccc3CC2C)S(=O)(=O)c2c(C)nn(C)c2C)cc1 (stereo not drawn)
 : 4.2, ?, -0.3%, 2.0%, 32.7%, -5.7%, -4.2%, -20.0%, -13.9%
(42) COc1ccc(/C=N/Nc2ccc([N+](=O)[O-])cc2)cc1Cn1cc([N+](=O)[O-])cn1
 : -3.3, ?, ?, -7.7%, 41.7%[activator], -7.0%, -30.9%, -6.0%, -21.2%[11.4 µM]
(43) CCOc1ccc(C2=Nn3c(nnc3-c3cccnc3)SC2)cc1
 : -0.6, -21.3%, 18.7%, -21.1%, 13.3%, -1.1%, -26.0%, ?, ?
(44) CC(C)CC(NC(=O)OC(C)(C)C)C(=O)NC(C(=O)N1CCCC1C(N)=O)C(C)C (stereo not drawn)
 : -0.6, -13.2%[59 µM], -0.4%, 1.6%, 37.6%, -0.2%, 9.3%, -2.9%, -8.2%
